Bim-Bcl-2 – disrupts Bim peptide binding to human Bcl-2; P10415; Bead-based flow cytometry, Bim peptide-Bcl-2 binding; inhibition, % at 10 µM; 190,000 compounds, 0.06% hits; in the data active = inhibition above about 40%; inconclusive = no clear call, values can overlap the other calls;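 note: 0% = no compound wells with probe peptide and 100% = reference peptide inhibitor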
Target sequence (P10415 whole entry, looked up): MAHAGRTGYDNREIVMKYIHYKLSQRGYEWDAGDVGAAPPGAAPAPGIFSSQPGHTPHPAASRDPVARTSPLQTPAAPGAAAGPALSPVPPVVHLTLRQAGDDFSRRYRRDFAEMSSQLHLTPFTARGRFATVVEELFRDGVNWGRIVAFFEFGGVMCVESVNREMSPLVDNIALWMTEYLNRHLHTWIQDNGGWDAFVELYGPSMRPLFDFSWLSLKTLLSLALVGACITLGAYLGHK
GSH bead fluor – compound fluoresces at 488/530 nm on GSH beads; fluorescence (KMESF) at 10 µM; 190,000 compounds, 0.25% hits; AID 1776; GSH beads flow cytometry, compound fluorescence 488/530 nm; stronger effect = higher value; in the data active = fluorescence above about 89;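 note: glutathione beads carrying GST-tagged Bcl family fusion proteins plus one bare bead set; values are compound well signal with DMSO vehicle wells as background; inactives centre near 16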
Bim-Bcl-B – inhibitors of Bim-Bcl-B interaction, human; bead-based flow cytometry, Bim peptide-Bcl-B binding; inhibition, % at 10 µM; 190,000 compounds, 0.073% hits;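 note: 0% = tracer peptide without compound and 100% = reference inhibitor peptide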
Target sequence (Q9HD36 whole entry, looked up): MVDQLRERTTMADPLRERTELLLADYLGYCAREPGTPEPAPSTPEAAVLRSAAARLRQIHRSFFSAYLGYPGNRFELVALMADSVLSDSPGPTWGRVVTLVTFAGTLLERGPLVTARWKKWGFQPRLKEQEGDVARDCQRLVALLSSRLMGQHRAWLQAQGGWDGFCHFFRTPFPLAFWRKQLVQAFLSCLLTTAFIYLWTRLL
RGS4-Gao reg – modulates binding of RGS4 to human Galphao | Multiplexed bead flow cytometry; actives lie on both sides | binding response (% of control), % at 10 µM | 220,000 compounds, 0.33% hits | AID 1415; in the data active = binding response below about 49% or above about 150%; inactive = in between;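 note: fluorescent Galphao activated with aluminum fluoride binding bead-coupled RGS4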
Target sequence (P09471 whole entry, looked up): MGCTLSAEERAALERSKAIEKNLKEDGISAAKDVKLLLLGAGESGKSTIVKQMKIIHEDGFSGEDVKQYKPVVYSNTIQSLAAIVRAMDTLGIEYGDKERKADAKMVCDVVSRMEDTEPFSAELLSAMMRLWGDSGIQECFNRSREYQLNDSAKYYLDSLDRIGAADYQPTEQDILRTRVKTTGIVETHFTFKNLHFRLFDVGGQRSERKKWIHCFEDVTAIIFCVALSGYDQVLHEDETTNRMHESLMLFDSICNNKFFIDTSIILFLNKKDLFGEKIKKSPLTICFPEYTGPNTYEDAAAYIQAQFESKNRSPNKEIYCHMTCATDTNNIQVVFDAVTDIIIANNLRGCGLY
Bim-Bfl-1 – human Bim-Bfl-1 interaction inhibition; Bead-based flow cytometry, Bim-Bfl-1 binding inhibition; inhibition, % at 10 µM; AID 1008; 190,000 compounds, 0.12% hits;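 note: 0% = wells without compound plus tracer and 100% = blocker peptide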
Bcl-W Bim block – human Bim-Bcl-W interaction inhibition | bead-based flow cytometry, Bim peptide-Bcl-W binding | 190,000 compounds, 0.02% hits | inhibition, % at 10 µM | AID 952;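 note: 0% = bound tracer without compound and 100% = peptide blocker; higher means less fluorescent Bim peptide bound to Bcl-W beads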
Target sequence (Q92843 whole entry, looked up): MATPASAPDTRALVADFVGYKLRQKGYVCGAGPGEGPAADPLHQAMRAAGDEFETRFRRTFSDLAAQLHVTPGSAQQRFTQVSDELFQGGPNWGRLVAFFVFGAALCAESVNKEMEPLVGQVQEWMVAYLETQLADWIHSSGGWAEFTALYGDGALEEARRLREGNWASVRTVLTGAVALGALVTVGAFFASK
ABCB1 inh – inhibitors of human ABCB1 transporter, ABCG2 counter-screen. CCRF-Adr cells, JC-1 efflux, flow cytometry. inhibition, % at 6.6 µM. 190,000 compounds, 0.067% hits. AID 1326; in the data active = inhibition above about 40%;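 note: 0% = vehicle and 100% = reference inhibitor; higher value means more JC-1 retained so stronger ABCB1 efflux block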
Bim-Bcl-XL – disrupts Bim peptide binding to human Bcl-XL | inhibition, % at 10 µM | 190,000 compounds, 0.04% hits | bead flow cytometry, fluorescence | AID 1007 | Q07817
ABCG2 inh – human ABCG2 inhibition, ABCB1 as counter-screen | Q9UNQ0 | IgMXP3 cells, JC-1 efflux, flow cytometry | inhibition, % at 6.6 µM | 190,000 compounds, 0.1% hits;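 active = inhibition above 80%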;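 note: 0% = DMSO and 100% = nicardipine control wells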
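test system = two drug-resistant human cell lines, ABCG2 and ABCB1 | amount = 3 million cells/mL final, two lines in 1:1 ratio | reagent = JC-1 transporter substrate | doses = one concentration, 6.6 µM final | incubation = 10 min at 25 °C | signal = flow cytometric JC-1 green MFI at 530 nm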
Avidin fluor – avidin bead compound fluorescence profile; AID 1775; Avidin beads, compound fluorescence 488/530 nm, flow cytometry; stronger effect = higher value; fluorescence (KMESF) at 10 µM; 220,000 compounds, 0.38% hits; in the data active = fluorescence above about 47; note: inactives centre near 10
RGS7-Gao – modulates binding of RGS7 to human Galphao; Multiplexed bead flow cytometry; actives lie on both sides; 220,000 compounds, 0.35% hits; P09471; AID 1439; binding response (% of control), % at 10 µM; in the data active = binding response below about 49% or above about 150%; inconclusive = no clear call, values can overlap the other calls; inactive = in between;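 note: fluorescent Galphao held in activated GDP-AlF4 state binding bead-coupled RGS7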
* hit, by the source's call; ? = inconclusive; . = no result given. Cut-off read from the data, not from the text of the source, unless noted: active = inhibition above about 40%.

SMILES	Bim-Bcl-2	GSH bead fluor	Bim-Bcl-B	RGS4-Gao reg	Bim-Bfl-1	Bcl-W Bim block	ABCB1 inh	Bim-Bcl-XL	ABCG2 inh	Avidin fluor	RGS7-Gao
CCCCCNC(=O)c1ccc2c(=O)[nH]c3c(C(=O)NCC4CCCO4)sc(=S)n3c2c1 (stereo unspecified)	-4	8	-7	107	-6	1	-0.5	-2	-1	11	105
Cc1cccc(-n2c(CNC(=O)c3ccc(S(=O)(=O)N(C)C)cc3)nnc2SCC(=O)Nc2ccc(F)cc2)c1	-4	10	-8	99	-1	-2	0.3	-9	4	6	100
Cc1nn(C)c(C)c1-c1c(C#N)c(N)nc2c1CCCCCC2	-12	19	-7	103	-19	-4	1.4	-6	7	28	101
CCCNC(=O)OCc1cccnc1Sc1ccc(C)cc1	0	10	-6	102	-9	0	0.5	-4	6	23	99
O=C(c1ccc(COc2c(F)c(F)c(F)c(F)c2F)o1)N1CCN(Cc2ccc3c(c2)OCO3)CC1	-3	16	-10	101	-11	-11	0.7	-9	6	6	103
N=c1n(Cc2ccccc2)c2ccccc2n1CC(O)c1ccco1 (stereo unspecified)	-15	29	-15	99	-23	-6	2.0	-11	23	36	99
COc1ccc2oc(-c3ccccc3[N+](=O)[O-])cc(=O)c2c1	-2	15	-1	106	-3	1	0.4	0	1	6	101
COCCOC(=O)c1c(C)nc(SCC(=O)Nc2ccc(C)cc2)c(C#N)c1-c1ccco1	-1	21	1	105	0	-1	-0.1	-5	-1	41	110
CCOc1ccc2nc(NC(=O)CS(=O)(=O)c3ccccc3)sc2c1	-5	28	-4	101	-7	0	0.8	3	3	15	105
Cc1ccc(-c2cc(C(=O)N3CCN(c4ncccn4)CC3)c3ccccc3n2)cc1	-13	28	-12	105	-15	-4	4.1	-6	22	13	100
COc1cccc(-c2cc(C(F)(F)F)n3ncc(C(=O)N4CCc5ccccc5C4)c3n2)c1	-5	16	0	99	0	-6	2.0	.	7	9	102
Cc1cc(C)cc(NC(=O)OCCN2CCN(Cc3ccccc3)CCC2=O)c1	0	20	0	106	0	-5	0.5	-4	0	14	104
COc1cc(/C=N/N=C2/NC(=O)C(CC(=O)O)S2)ccc1OCc1cccc(Cl)c1 (stereo unspecified)	3	22	0	99	-2	1	-0.3	3	0	9	104
CCOc1ccc(/C=N/NC(=O)CC(=O)Nc2ccc(Cl)c(Cl)c2)cc1	-7	15	-5	97	-3	-7	-0.5	-10	-2	5	98
CC(=O)Nc1cccc(OCC(=O)NCCC2=CCCCC2)c1	-2	14	-2	106	-6	-2	1.1	-2	23	17	104
CC1(C)Cc2ccccc2C(NNC(=O)c2cccnc2)=N1	0	15	0	105	2	12	0.0	9	-3	8	103
O=C(NNC(=O)[C@@H]1CCCC[C@@H]1C(=O)O)c1cccs1	0	18	-7	94	-2	-4	0.3	-4	0	24	95
COc1cc(/C=C(/NC(=O)c2ccccc2)C(=O)Nc2ccc(O)cc2)c([N+](=O)[O-])cc1OC	3	10	-1	94	0	0	0.2	-5	3	20	91
CCOC(=O)c1cnn2c(C(F)(F)F)cc(-c3ccccc3)nc12	-1	26	-2	108	-2	0	0.5	-1	7	21	108
CCOC(=O)C1=C(O)C(=O)N(c2ccc(S(N)(=O)=O)cc2)C1c1ccc(Cl)cc1 (stereo unspecified)	1	9	2	104	2	2	0.1	1	0	19	100

3 of the entries above in order of their number in Bim-Bcl-2, largest number first:
SMILES | Bim-Bcl-2
CC1(C)Cc2ccccc2C(NNC(=O)c2cccnc2)=N1 | 0
CCOC(=O)c1cnn2c(C(F)(F)F)cc(-c3ccccc3)nc12 | -1
CCOc1ccc(/C=N/NC(=O)CC(=O)Nc2ccc(Cl)c(Cl)c2)cc1 | -7

Next records:
SMILES	Bim-Bcl-2	GSH bead fluor	Bim-Bcl-B	RGS4-Gao reg	Bim-Bfl-1	Bcl-W Bim block	ABCB1 inh	Bim-Bcl-XL	ABCG2 inh	Avidin fluor	RGS7-Gao
CCc1nc(SCC(=O)c2cccc([N+](=O)[O-])c2)n[nH]1	-3	2	-5	102	0	-4	0.3	-8	8	11	96
CCOc1ccc(-n2c(C)cc(C(=O)CCl)c2C)cc1	-5	10	-1	104	-4	0	0.6	-1	4	11	112
CCc1ccccc1S(=O)(=O)Cc1ccc(C(=O)N2CCN(c3ccccc3OC)CC2)o1	-8	18	-10	102	-11	2	-0.5	-2	0	7	102
Cc1ccc(S(=O)(=O)/N=C2/C=C(Sc3ncn[nH]3)C(=O)c3ccccc32)c(C)c1	21	1	12	95	69*	29	-0.5	5	-2	0	85
O=C1c2ccccc2C(=O)C1(CO)c1ccccc1	-6	13	-6	93	-4	-3	-0.3	-6	-1	9	98
CN1CCc2c(n(CC(O)CNCc3ccccc3)c3ccccc23)C1=O (stereo unspecified)	-8	16	-5	100	-5	-1	0.9	-2	2	8	100
CCOC(=O)c1c(C)[nH]c(N=Nc2ccc(C)cc2)c1C	-13	26	-12	104	-26	-6	2.5	-9	49	41	105
Cc1ccc2c(c1)CCCN2C(=O)c1ccncc1	-18	29	-15	102	-20	-7	1.1	-13	14	131*	143
O=C1O/C(=C\C(=O)N2CCOCC2)c2ccccc21	-4	60	0	101	-5	-1	0.3	0	1	14	100
CCOc1c(Cl)cc(/C=N/NC(N)=S)cc1OC	3	7	-6	103	2	0	-0.2	-1	9	8	100
CN1CCN(C(=O)Nc2ccccc2)CC1	6	24	0	95	0	3	0.3	0	2	11	94
CCc1nc2sc3c(=O)n(N)cnc3c2c2c1COC(C)(C)C2	5	10	4	104	7	6	1.2	7	2	6	103
O=C(NCC1CCCO1)C(C(=O)c1ccc(F)cc1)n1ccccc1=O (stereo unspecified)	-7	44	-4	103	-12	1	-2.3	-3	-3	6	96
Cc1csc(NC(=O)CSc2nnc(Cn3c(=O)sc4ccccc43)n2-c2ccccc2)n1	1	18	6	100	5	8	0.6	2	1	5	100
O=S(=O)(NCc1ccccc1)NCc1cccc(C(F)(F)F)c1	-3	13	-3	101	-6	-1	1.3	-1	2	12	?
O=c1[nH]c2cc([N+](=O)[O-])c([N+](=O)[O-])cc2[nH]c1=O	0	10	0	95	-2	-1	0.1	-2	4	8	?
Cc1cc(C(=O)Nc2ccccc2C#N)n(-c2ccccc2)n1	-6	29	-11	101	-12	1	0.9	-2	6	7	100
O=C(CC1(O)C(=O)N(Cc2ccc3c(c2)OCO3)c2ccccc21)c1ccccc1 (stereo unspecified)	-10	38	-8	102	-18	-3	2.7	-13	10	12	104
CCOc1ccc2cc(C#N)c(SCC(=O)N3CCOCC3)nc2c1	-5	12	-7	104	-11	1	0.3	-3	2	12	100
CC(C)(CNS(=O)(=O)c1ccc2c(c1)OCCO2)N1CCOCC1	0	11	-3	101	-3	1	-0.4	1	-2	11	103

Whole records as entered above. Order of screens: Bim-Bcl-2	GSH bead fluor	Bim-Bcl-B	RGS4-Gao reg	Bim-Bfl-1	Bcl-W Bim block	ABCB1 inh	Bim-Bcl-XL	ABCG2 inh	Avidin fluor	RGS7-Gao
Record of CCOc1ccc(-n2c(C)cc(C(=O)CCl)c2C)cc1 = -5	10	-1	104	-4	0	0.6	-1	4	11	112
Record of CCOC(=O)c1c(C)[nH]c(N=Nc2ccc(C)cc2)c1C = -13	26	-12	104	-26	-6	2.5	-9	49	41	105
Record of O=C(CC1(O)C(=O)N(Cc2ccc3c(c2)OCO3)c2ccccc21)c1ccccc1 (stereo unspecified) = -10	38	-8	102	-18	-3	2.7	-13	10	12	104

Next section
SMILES	Bim-Bcl-2	GSH bead fluor	Bim-Bcl-B	RGS4-Gao reg	Bim-Bfl-1	Bcl-W Bim block	ABCB1 inh	Bim-Bcl-XL	ABCG2 inh	Avidin fluor	RGS7-Gao
COc1cccc(CNC(=O)c2cccc(Br)c2)c1	-5	6	-4	104	-1	-2	0.4	-6	10	14	103
COc1ccc(OC)c(S(=O)(=O)Nc2ccc(F)cc2)c1	0	12	1	107	0	-1	0.4	0	1	18	107
CC(=O)c1ccc(NC(=S)Nc2ccc3cn[nH]c3c2)cc1	1	14	-7	90	3	-1	-0.9	0	0	11	?
O=C(CCC(=O)c1cccs1)OCC(=O)N1CCN(C(=O)c2ccco2)CC1	-8	22	-4	99	-6	3	-0.2	-6	-1	28	99
CN(C)c1ccc(C(CNS(=O)(=O)c2ccc3ccccc3c2)c2c[nH]c3ccccc23)cc1 (stereo unspecified)	-3	6	-5	95	0	0	-0.1	-3	-1	3	92
CCN1CCN(CC(=O)Nc2sc3c(c2C#N)CCC3)CC1	0	20	6	95	-3	3	0.4	0	1	9	94
c1ccc(C(c2ccccc2)c2noc(CN3CCC(c4ccncc4)CC3)n2)cc1	-5	13	-2	105	-4	-4	0.2	-6	2	8	105
CN(C(=O)COc1ccc([N+](=O)[O-])cc1)C1CCS(=O)(=O)C1 (stereo unspecified)	-8	23	-7	99	-4	0	0.1	0	0	5	100
CC1(c2ccccc2)CC(C)(C)N2C(=O)C3(C(C#N)=C(N)Oc4cc(O)ccc43)c3cccc1c32 (stereo unspecified)	1	17	0	102	0	-5	-0.1	-7	0	42	106
CCOC(=O)/C(=N/Nc1ccc(Cl)cc1)S(=O)(=O)c1ccc(Cl)cc1	-9	14	-6	104	-13	1	0.4	-9	3	16	110
Cc1ccc(NC(=O)N/C=C/c2ccco2)cc1C	-5	22	-2	99	0	0	-0.5	0	-2	10	99
CCN=c1sc(C(=O)Nc2ccccc2)c(C)n1CC	-2	9	0	100	-3	-1	0.3	0	4	6	100
CCc1ccccc1NC(=O)NC1CC2CCC(C1)N2Cc1cccs1 (stereo unspecified)	-1	17	-3	103	0	-2	0.8	0	2	9	102
O=C(c1ccsc1)N1CCN(C(=O)c2cccs2)CC1	-8	25	-7	103	-12	2	-0.2	-14	0	14	99
CCn1cc(C(=O)NCc2cccs2)c(=O)c2ccc(C)nc21	-7	5	-6	101	-15	0	0.2	0	1	7	104
O=C(c1ccc(Cl)cc1)[C@@H]1[C@@H]2C(=O)N(c3ccccc3)C(=O)[C@@H]2C2c3ccccc3C=NN21 (stereo partly specified)	3	8	-1	105	7	0	2.9	3	7	11	107
CCN(CC)CCNC(=O)c1ccc(NC(=O)c2cccc(S(=O)(=O)Nc3ccc(C)cc3)c2)cc1	0	15	-13	102	-7	-3	2.2	-2	2	24	101
COc1ccc(C(=O)CC(c2ccccc2)C2CCCCC2=O)cc1 (stereo unspecified)	1	7	1	99	5	2	1.9	1	7	6	98
CCC(=O)N(Cc1c(C)nn(-c2ccccc2)c1Cl)c1ccc(Cl)cc1	0	9	-1	97	0	0	0.0	-3	-7	2	98
COc1ccc(N/C(=N/c2nc(C)cc(C)n2)NC(=O)Nc2ccc(Cl)c(Cl)c2)c(OC)c1	-3	5	-1	104	-2	-2	-0.2	-4	-1	0	103
COc1cc([N+](=O)[O-])ccc1NC(=O)CN1CCN(C(=O)c2ccco2)CC1	0	14	0	106	0	1	1.6	0	5	7	102
CCN(CC)c1ccc(NC(=O)c2cccnc2)cc1	-2	13	-7	100	1	-4	0.8	-5	4	39	103
Cn1c(SCc2cc([N+](=O)[O-])cc3c2OCOC3)nnc1-c1ccccn1	-3	14	-2	102	-5	-4	1.0	-3	6	10	100
COc1ccc(-n2ccsc2=S)cc1	-6	28	-6	103	-7	-4	0.0	-7	3	7	101
O=C(CNC1CCCC1)Nc1ccc(N2CCCCCC2)cc1	1	10	-6	93	1	0	1.3	-3	2	13	?
O=S(=O)(c1cccc(S(=O)(=O)N2CCOCC2)c1)N1CCCCC1	-8	5	-5	102	-11	1	0.4	0	1	6	101

Source: PubChem (NMMLSC)
